pPAFAH inh – inhibitors of human plasma PAF acetylhydrolase (pPAFAH). Q13093. recombinant pPAFAH, FP-rhodamine probe fluorescence polarization. inhibition, % at 3.39 µM. 1.5% of 330,000 active. AID 463082;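 active = inhibition above the mean inhibition across the screen plus 3 SD, cut at about 25% in these data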;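 note: inhibitors block binding of the rhodamine activity-based probe so polarization drops; 0% = enzyme with DMSO and 100% = wells lacking pPAFAH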
PAFAH1B3 inh – PAFAH1B3 (human) inhibition. recombinant PAFAH1B3, FP-rhodamine probe, fluorescence polarization. inhibition, % at 3.39 µM. 0.28% of 340,000 active;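 active = inhibition above the screen-wide average of all tested compounds plus 3 SD, cut at about 25% in these data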;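 note: 0% = enzyme with DMSO only and 100% = wells lacking PAFAH1B3 protein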
Fam108B counter – counter-screen for RBBP9 inhibitors: inhibitors of mouse Fam108B | recombinant Fam108B, FP-Rh probe fluorescence polarization | inhibition, % at 9.51 µM | 0.33% of 300,000 active;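 active = inhibition above the screen mean inhibition plus 3 SD, computed separately per campaign, cut at about 18% in these data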;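 note: inhibitors lower polarization as less probe binds the enzyme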
GSTO1 counter – GSTO1 inhibition, counter-screen for RBBP9 inhibitors | recombinant GSTO1, activity-based probe fluorescence polarization | inhibition, % at 5.96 µM | 1.1% of 300,000 active | AID 1974;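 active = inhibition above the campaign mean inhibition plus 3 SD, cut at about 35% in these data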;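 note: 0% = GSTO1-1 with DMSO and 100% = wells lacking GSTO1-1 enzyme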
Target sequence (P78417 whole entry, looked up): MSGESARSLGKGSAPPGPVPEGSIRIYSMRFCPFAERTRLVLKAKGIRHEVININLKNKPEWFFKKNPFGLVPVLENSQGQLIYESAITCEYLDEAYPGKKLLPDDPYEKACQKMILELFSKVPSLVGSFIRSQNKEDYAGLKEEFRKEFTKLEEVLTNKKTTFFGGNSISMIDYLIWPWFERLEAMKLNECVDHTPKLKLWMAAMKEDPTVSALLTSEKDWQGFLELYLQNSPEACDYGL
PAD4 FP inh – blocks human protein arginine deiminase 4 | Q9UM07 | 0.41% of 330,000 active | recombinant PAD4, RCA probe fluorescence polarization | AID 485272 | inhibition, % at 6.36 µM;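 active = percent inhibition above a cutoff equal to the mean of all tested compounds plus 3 SD, cut at about 15% in these data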;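 note: 0% = PAD4 with RCA probe and DMSO and 100% = probe without PAD4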
Target sequence (Q9UM07 whole entry, looked up): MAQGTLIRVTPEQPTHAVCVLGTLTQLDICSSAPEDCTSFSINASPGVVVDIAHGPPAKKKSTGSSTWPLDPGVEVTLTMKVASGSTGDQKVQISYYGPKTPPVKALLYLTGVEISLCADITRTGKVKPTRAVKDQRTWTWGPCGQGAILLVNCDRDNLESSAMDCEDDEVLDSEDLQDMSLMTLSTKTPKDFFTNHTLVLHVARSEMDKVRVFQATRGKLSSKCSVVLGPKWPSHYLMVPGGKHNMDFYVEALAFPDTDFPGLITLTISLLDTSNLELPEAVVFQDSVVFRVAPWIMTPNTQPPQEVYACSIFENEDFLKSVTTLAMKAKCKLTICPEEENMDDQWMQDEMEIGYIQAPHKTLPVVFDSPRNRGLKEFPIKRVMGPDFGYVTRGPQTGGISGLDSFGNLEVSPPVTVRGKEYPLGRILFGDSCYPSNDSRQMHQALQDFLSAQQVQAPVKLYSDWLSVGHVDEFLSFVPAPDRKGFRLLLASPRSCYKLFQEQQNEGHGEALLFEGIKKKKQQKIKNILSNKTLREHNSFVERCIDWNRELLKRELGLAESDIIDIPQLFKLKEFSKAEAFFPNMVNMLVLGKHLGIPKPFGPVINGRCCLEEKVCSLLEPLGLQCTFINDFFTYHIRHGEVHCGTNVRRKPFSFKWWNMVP
PAFAH2 FP inh – inhibitors of human PAFAH2; recombinant PAFAH2, FP-rhodamine activity probe, fluorescence polarization; inhibition, % at 3.39 µM; 0.99% of 340,000 active; Q99487; AID 492956;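 active = inhibition above the mean over all tested compounds plus 3 SD, cut at about 30% in these data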;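 note: inhibitors block probe labeling of enzyme so polarization drops; 0% = enzyme with DMSO and 100% = wells lacking PAFAH2 protein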
PME-1 inh – blocks human protein phosphatase methylesterase 1 | Q9Y570 | recombinant PME-1, FP-Rh probe fluorescence polarization | inhibition, % at 5.9 µM | 0.53% of 320,000 active | AID 2130;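 active = inhibition above the campaign mean of all compounds plus 3 SD, cut at about 26% in these data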;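 note: competitive labeling of PME-1 active site by serine hydrolase directed probe; 0% = PME-1 with DMSO and 100% = wells lacking PME-1 enzyme; inhibitors block probe labeling so polarization falls and inhibition rises; many of its hits are not listed in these tables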
LYPLA1 counter – LYPLA1 (human) inhibition in PME1 counter-screen. O75608. recombinant LYPLA1, FP-Rh probe fluorescence polarization. inhibition, % at 5.9 µM. 0.16% of 320,000 active;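 active = inhibition above the mean of all tested compounds plus 3 SD, set per campaign, cut at about 14% in these data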;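 note: inhibitors block serine hydrolase probe labeling of LYPLA1 so polarization falls; 0% = enzyme with DMSO and 100% = wells lacking LYPLA1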
PAFAH1B2 FP inh – PAFAH1B2 (human) inhibition; recombinant PAFAH1B2, FP-rhodamine activity probe, fluorescence polarization; P68402; inhibition, % at 3.39 µM; 1.2% of 340,000 active; AID 492953;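 active = inhibition above the mean of all tested compounds plus 3 SD, cut at about 24% in these data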;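 note: 0% = enzyme with DMSO and 100% = wells lacking PAFAH1B2; many of its hits are not listed in these tables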
Numbers without * were called inactive; . = not tested or not shown.

SMILES	pPAFAH inh	PAFAH1B3 inh	Fam108B counter	GSTO1 counter	PAD4 FP inh	PAFAH2 FP inh	PME-1 inh	LYPLA1 counter	PAFAH1B2 FP inh
CC(=O)COc1ccc2c(C)c(-c3ccccc3)c(=O)oc2c1	1	9	1	-4	23*	-4	0	4	0
CCOC(=O)N1CCN(S(=O)(=O)c2ccc(C)cc2)CC1	2	8	-2	1	5	-2	2	0	3
O=C1C2C3C=CC(CNS(=O)(=O)c4ccccc4)(O3)C2C(=O)N1c1ccc(Cl)cc1 (centres undefined)	14	0	-7	-3	3	5	0	-2	3
O=C(NNc1ccc([N+](=O)[O-])cc1)Nc1ccccc1	6	8	6	-8	0	0	3	6	5
C/C(=N\O)c1cc(Cl)ccc1O	7	19	6	0	3	4	13	-2	6
Cc1c(C(=O)NC(=S)Nc2ccccc2N2CCCC2)cccc1[N+](=O)[O-]	5	5	3	12	-9	2	5	1	2
CCC12C(=O)C(CC)(C(c3ccccc3)=C1c1ccccc1)[C@@H]1C(=O)N(c3ccccc3)C(=O)C12 (some centres undefined)	7	8	-6	-1	2	-7	2	-4	1
Cc1ccc(S(=O)(=O)Nc2cc(=O)[nH]c(SCC(=O)Nc3ccccc3C(F)(F)F)n2)cc1	8	1	-2	-2	-1	-5	-6	-2	3
Cc1[nH]n(-c2ccc(F)cc2)c(=O)c1C=Nc1ccc(S(=O)(=O)N(C)C)cc1	-2	8	5	0	-14	4	6	-4	5
Cc1ccc(S(=O)(=O)CCSC(=N)N)cc1	3	6	4	6	6	11	3	4	4
COCCCNc1oc(-c2ccccc2OC)nc1C#N	11	3	0	1	-4	-1	1	2	-2
Cn1cc(Cl)cc(C(=O)Nc2ccccc2)c1=O	3	8	0	2	2	-4	1	-1	5
CC(NC(=O)[C@H](C)NC(=O)C1CC(=O)N(c2ccc3c(c2)OCO3)C1)c1ccccc1 (some centres undefined)	-6	1	-2	13	-11	11	-9	-7	4
CCn1nc(C(=O)OC2CCOC2=O)c2ccccc2c1=O (centres undefined)	0	2	-2	9	1	4	-7	3	2
C=CCN1C(=O)/C(=C2/Sc3ccc(OC)cc3N2CC)SC1=S	-1	3	1	3	9	5	-3	-2	6
Cc1[nH]cnc1CSCCN	0	9	-3	9	-2	-13	-2	1	0
COc1ccccc1OCCOc1ccc(/C=C2/C(=N)N3OC(C)=CC3=NC2=O)cc1OC	3	-2	-1	3	1	1	-1	3	0
Cc1c(Cl)cccc1NC(=O)COC(=O)c1c2c(nc3ccccc13)CCN(Cc1ccccc1)C2	4	-13	-18	-7	-6	-13	-15	-19	0
COc1ccc(CCNC2=CC(=O)CC(C)(C)C2)cc1	5	5	0	3	-2	2	2	-1	8
O=C(NNC(=O)c1ccccn1)c1ccc(OC(F)F)cc1	4	0	.	.	0	0	.	.	8
Cc1noc(C(=O)NCc2ccc(F)cc2)c1Cl	0	7	1	6	-3	9	0	0	6
Clc1ccc(Oc2nc(Oc3ccc(Cl)cc3)nc(N3CCOCC3)n2)cc1	-6	-2	1	4	2	-4	-3	-3	-2
CC1(C)Oc2ccc3ccc(=O)oc3c2/C(=C/NCCO)C1=O	3	-5	2	-3	-6	-8	-2	0	1
COc1ccc(C)cc1NC(=O)COC(=O)CCC(=O)c1cccs1	12	5	.	.	-4	2	6	-2	6
COc1ccc(OC)c(S(=O)(=O)N/N=C\c2cn(CC(N)=O)c3ccccc23)c1	1	16	-1	-1	-2	-1	4	-4	1
Cc1nc2cc(NC(=O)NCc3ccc4c(c3)OCO4)ccc2o1	3	7	-3	-3	0	3	0	1	2
CCc1nc2ccccc2c(C(=O)OCC(=O)N2CC(C)OC(C)C2)c1C (centres undefined)	-2	-4	4	2	0	4	6	5	1
COc1ccc(N2CCN(C3CCCN(S(=O)(=O)c4ccc(C)cc4C)C3)CC2)cc1 (centres undefined)	6	4	-2	4	0	1	5	3	1
O=C(c1n[nH]c2ccccc12)N1CCN(c2ccc(F)cc2)CC1	3	9	2	11	0	3	-11	-2	2
CCCCOc1ccc(C2C(C(=O)c3ccc(C)o3)=C(O)C(=O)N2Cc2ccco2)cc1 (centres undefined)	10	11	1	-18	-6	1	3	3	2
O=C(COC(=O)c1nc(Cl)ccc1Cl)c1ccccc1Cl	10	1	2	-1	3	9	-1	2	3
CC1(OC(=O)C2CCCC2)C(=O)C=C2C=C(c3ccsc3)N(c3ccccc3)C=C2C1=O (centres undefined)	20	9	0	23	-8	13	5	1	8
COc1cc(-c2nnc(SC(C)C(=O)Nc3c(C)n(C)n(-c4ccccc4)c3=O)o2)cc(OC)c1OC (centres undefined)	-2	2	7	1	0	0	-4	0	3
COC(=O)C1=C(C(=O)OC)[C@@H]2N(Cc3ccccc3)c3ccccc3[C@@]23C[C@@H](C(=O)OC)N(C(=O)CC(C)C)C3=N1	4	1	-1	9	1	-7	2	7	-2
COCCCNC(=O)c1c(N)n(/N=C/c2cccnc2)c2nc3ccccc3nc12	0	3	-1	-33	-3	6	5	-3	2
COC(=O)c1ccccc1NC(=O)N1CCN(c2ccc(F)cc2)CC1	3	10	1	-1	-7	3	5	1	3
CCCSc1nc(N2CCOCC2)c2c(c1C#N)CCCC2	4	16	2	-18	-2	1	0	-3	7
Cc1c(/C(Cc2ccccc2)=N/O)c2ccccc2n1C	2	-1	3	6	-8	-11	6	-1	3
COCCNC(=S)N/N=C(\C)c1ccc(OC(F)F)cc1	6	-4	4	-1	3	2	7	5	3
OCC[C@H]1C[C@@H](O)[C@H](O)[C@@]2(OCCc3ccccc32)O1	8	-4	2	7	2	3	2	0	-2
COc1cccc(-c2csc(/C(C#N)=C/Nc3cc4oc5ccccc5c4cc3OC)n2)c1	5	6	-2	3	-3	-5	4	-2	3
CCCNC(=O)C1=C(C)C(=O)OC12CCC(C)CC2 (centres undefined)	-8	-4	-1	5	2	3	-4	-3	2
CC(C)c1cccc(OCC(=O)Nc2ccc(S(=O)(=O)Nc3ccccn3)cc2)c1	-5	3	-9	-2	-2	-4	-6	-5	1
O=C(CCCc1ccccc1)Nc1ccnn1C1CCN(Cc2ccccc2F)CC1	3	12	1	5	-2	7	-9	1	8
COc1ccc(OC)c(-c2csc(NC(=O)C3CSC4(C)CCC(=O)N34)n2)c1 (centres undefined)	9	4	-2	3	5	9	0	2	3
O=C(Nc1ccc(Br)cc1)c1ccc2ncsc2c1	0	-7	-8	-9	-1	-4	-7	-9	-3
O=C1CC(C(=O)N2CCCc3ccccc32)CN1c1ccc(F)cc1 (centres undefined)	1	5	2	3	-6	8	7	0	7
COCCn1c(=N)c(C(=O)NCCc2ccc(OC)cc2)cc2c(=O)n3cccc(C)c3nc21	1	2	1	-1	-5	1	-2	0	-3
COC(=O)CC1C(=O)NCCN1C(=S)Nc1cccc(C)c1 (centres undefined)	8	5	4	2	-6	4	2	-2	-3
NC(=O)[C@@H]1CC2(CC(c3cccc(NC(=O)COc4ccc(Cl)cc4)c3)=NO2)CN1C(=O)c1ccccc1 (some centres undefined)	1	3	-2	-3	-2	7	-5	-8	4
Cc1ccc(-n2nc(-c3ccco3)cc2C(=O)O)cc1	15	3	-3	5	-4	12	-2	-1	8
CSc1nc2ccccc2n1CC(=O)Nc1ccccc1	5	12	4	4	5	-4	-1	0	5
Cc1cccc(CCNC(=O)CNS(=O)(=O)c2ccc3nc(C)sc3c2)c1	3	2	5	9	-2	0	0	7	5
O=C1CC(c2ccccc2)CC(O)=C1C=Nc1ccccc1 (centres undefined)	1	.	-2	2	-3	.	-5	-1	.
CCN1CCN(CCCN(Cc2ccco2)C(=S)Nc2ccc(C)c(Cl)c2)CC1	4	16	4	2	3	-9	0	0	-3
N#CCSc1nnc(C2CCCCC2)n1Cc1ccccc1	0	12	0	3	2	3	-1	-3	9
CC(C)[C@H](NC(=O)N1CC(=O)Nc2ccccc21)C(=O)N1CCC[C@H]1C(=O)O	0	10	-1	-2	-3	3	-2	1	8
c1ccc(-c2nc(-c3ccco3)cs2)nc1	10	1	5	-4	-5	6	-8	-5	2
Cc1ccc(S(=O)(=O)N/N=C/c2ccc(O)cc2O)cc1[N+](=O)[O-]	2	7	1	-1	1	1	1	-1	4
C=CCC1(NCc2ccco2)CCN(CC)CC1	5	-7	-3	-4	1	-6	1	0	-3
Other entries
SMILES	pPAFAH inh	PAFAH1B3 inh	Fam108B counter	GSTO1 counter	PAD4 FP inh	PAFAH2 FP inh	PME-1 inh	LYPLA1 counter	PAFAH1B2 FP inh
Cc1c2cnn(CC(=O)NCc3ccccn3)c(=O)c2c(C)n1Cc1ccccc1	1	7	-6	3	4	-1	-3	-2	8
COc1ccc(C)cc1NC(=O)C1C2C=CC(C2)C1C(=O)O (centres undefined)	-1	-1	3	-4	4	6	2	4	-2
O=C(CN1CCOC1=O)N1CCCC(N2CCN(c3cccc(C(F)(F)F)c3)CC2)C1 (centres undefined)	5	5	0	-4	-3	1	2	1	0
Cn1cc(/C=C(\NC(=O)c2ccccc2Cl)C(=O)NCCCn2ccnc2)c2ccccc21	2	3	1	6	-4	1	-5	-1	0
COc1ccc(CC(=O)N(Cc2ccccc2)c2ccc(C)cc2)cc1OC	7	4	2	6	-7	-3	5	-2	0
CNC(=O)c1cc2cccc(OC)c2oc1=O	2	1	4	1	1	-1	-1	2	-2
O=C(Nc1ccc(Cl)cc1)C1CC2CCCC(C1)C2=O (centres undefined)	6	3	2	1	3	2	-2	3	0
CC(C)(C)c1ccc(S(=O)(=O)N2CCN(CC(=O)N3CC(=O)Nc4ccccc43)CC2)cc1	-1	4	.	.	-6	-2	1	1	8
CCOC(=O)O[C@]1(C(=O)COC(=O)CC)CC[C@H]2[C@@H]3CCC4=CC(=O)C=C[C@]4(C)[C@H]3[C@@H](O)C[C@@]21C	2	7	4	2	5	-2	-9	0	4
O=C1c2ccccc2C(=O)N1CC(O)COc1ccccc1Cl (centres undefined)	6	7	1	9	-2	-5	4	4	-2
O=c1[nH]c(N2CCN(Cc3ccccc3)CC2)nc2c1CCC2	0	.	3	3	-9	.	-3	-3	.
COc1ccc(NC(=O)CSc2ccc(-c3sc(C)nc3C)nn2)cc1OC	5	1	-3	0	-3	-5	-1	-3	5

In the list so far, two contain a thiophene ring, fused or not.
SMILES	pPAFAH inh	PAFAH1B3 inh	Fam108B counter	GSTO1 counter	PAD4 FP inh	PAFAH2 FP inh	PME-1 inh	LYPLA1 counter	PAFAH1B2 FP inh
COc1ccc(C)cc1NC(=O)COC(=O)CCC(=O)c1cccs1	12	5	.	.	-4	2	6	-2	6
CC1(OC(=O)C2CCCC2)C(=O)C=C2C=C(c3ccsc3)N(c3ccccc3)C=C2C1=O (centres undefined)	20	9	0	23	-8	13	5	1	8

Carrying on:
SMILES	pPAFAH inh	PAFAH1B3 inh	Fam108B counter	GSTO1 counter	PAD4 FP inh	PAFAH2 FP inh	PME-1 inh	LYPLA1 counter	PAFAH1B2 FP inh
COc1ccc([C@@H]2[C@@H]3C(=O)N(C(C)(C)C)C(=O)[C@@H]3[C@]3(C)C(=O)N(c4cccc(Cl)c4)C(=O)N23)cc1	-2	11	-2	-1	0	-2	0	-2	6
CCOC(=O)c1c(NC(=O)COc2ncnc3ccccc23)sc(C)c1C	5	9	1	3	-3	-1	6	-3	0
Cc1ccc(C(C)C)c(OCC(=O)NN=C2CCCC(=O)C2)c1	9	13	.	.	0	9	.	.	5
Cc1ccc(S(=O)(=O)N2CCc3ccccc3C2)cc1	-1	3	1	-2	-3	-8	2	0	10
O=C(CCC1CCCC1)Nc1cccc(Cc2ccncc2)c1	5	.	5	2	1	.	3	-4	.
Cc1nc(Nc2ccc(F)cc2)[nH]c(=O)c1CCC(C)C	5	6	4	-7	-6	1	2	0	-3

Some of the compounds tested; count on the stated rates, not on these rows.
